# H9c2 TAG inh = triacylglycerol accumulation inhibition; H9c2 cells, Nile Red lipid (TAG) fluorescence; cells loaded with 200 µM oleic acid; AID 651582; actives 0.66% (n = 230,000); inhibition, % at 12.5 µM;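 active = pattern-corrected inhibition of lipid staining of at least 50% with the nuclear-stain viability signal not falling by more than 50%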;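 note: 0% = DMSO wells and 100% = triacsin C control wells; some results filed as inactive read as strong as hits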
# H9c2 TAG inh DAPI viability = also measured in H9c2 TAG inh; calls as there; DAPI nuclei signal change (viability), lower = more cytotoxic, %;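 whole-well DAPI fluorescence read on a plate reader as a viability signal; minus 50 percent equals half of cells still viable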
# * = called active by the depositor. These rows are one share of the data; the hit share may differ from the screen's.
SMILES,H9c2 TAG inh,H9c2 TAG inh DAPI viability
Cc1ccc(C(=O)NNC(=O)C(NC(=O)c2cccc(C)c2)C(C)C)cc1 (stereo not drawn),-4,2
COc1ccc(CCNC(=O)c2cc(-c3ccco3)on2)cc1OC,-2,4
Cn1c(SCC(=O)NC2CC2)nnc1-c1ccc(Cl)cc1,14,-1
COC(=O)c1ccc([C@H](NC(=O)c2ccco2)[C@]2(C)C[C@H]2C2CCCCC2)cc1,-30,-2
CCOC(=O)C1CCN(C(=O)COC(=O)c2ccc(Br)o2)CC1,-19,-13
COc1cc(/C=C/C(=O)OCC(=O)NC(=O)NC2CCCC2)ccc1OCC#N,-20,-2
CCOC(=O)c1c(C)noc1CP(=O)(c1ccccc1)c1ccccc1,24,-19
CN(CC(=O)N1CCCCCC1)S(=O)(=O)c1ccc(F)cc1,-13,0
O=C(Nc1cccc([N+](=O)[O-])c1)C1CC(=O)N(Cc2ccccc2)C1 (stereo not drawn),13,0
CN(CC1CCOCC1)C(=O)c1ccc2nc(Cc3cccc(Cl)c3)oc2c1,1,-7
O=C(Nc1ccccc1)c1cccc(N2C(=O)C3C4C=CC(C4)C3C2=O)c1 (stereo not drawn),0,-6
Cc1cccc(N=C2NC(=O)c3cc([N+](=O)[O-])ccc32)c1,-2,-4
CCN(CC)CCCN(Cc1cc2cc3c(cc2[nH]c1=O)OCO3)C(=S)NCCCOC,27,-27
Cc1cc(C(C#N)c2ccccc2F)n2ncnc2n1 (stereo not drawn),-9,5
CC(O)(c1cccc(F)c1)c1nc(-c2ccc3c(c2)OCO3)cs1 (stereo not drawn),-7,4
Cc1nc2sc(C(c3cccc(F)c3)N3CCCC(C)C3)c(O)n2n1 (stereo not drawn),-18,5
O=C(NCCCN1CCOCC1)c1ccc2nc(Cc3cccc(Cl)c3)oc2c1,6,15
Cc1cccnc1NC(=O)CCNC(=O)c1ccccc1Cl,-11,0
Cc1ccc(SCC(=O)Nc2ccc(N3CCOCC3)cc2)c(C)c1,-1,-9
Cc1ccc(C(=O)NC(C(=O)Nc2ccccc2)c2ccccc2)cc1 (stereo not drawn),-26,-4
COc1ccc(OC)c2sc(NC(=O)c3cccc(N4C(=O)CCC4=O)c3)nc12,8,8
COc1cc(N2CCC(O)CC2)ccc1Nc1nnc(Cl)c(Nc2ccccc2S(C)(=O)=O)n1,-15,-4
CN(CC(=O)NC1CCCCCC1)S(=O)(=O)c1ccc(Br)cc1,-3,5
C[C@H](CO)N1C[C@H](C)[C@@H](CN(C)Cc2ccccc2F)Oc2ncc(Br)cc2C1=O,-8,0
Cc1cc(C)c(C)c(S(=O)(=O)NCC(=O)Nc2sc3c(c2C(N)=O)CCCC3)c1C,3,-1
SMILES,H9c2 TAG inh,H9c2 TAG inh DAPI viability
O=C(Nc1ccccc1OC(F)F)c1ccc(S(=O)(=O)N2CCOCC2)cc1,4,-1
Cc1cccc(C2N(c3ccc(F)cc3)C(=O)C3CCCN32)c1 (stereo not drawn),2,1
CCN1CCN(C(c2ccccc2)c2nnnn2Cc2ccccc2)CC1 (stereo not drawn),-2,9
CCNC(=O)C(C)Oc1ccc(Cl)cc1Cl (stereo not drawn),-27,3
NS(=O)(=O)c1ccc(-c2ccc(/C=C3\SC(=O)NC3=O)o2)cc1,9,8
C=CCN(c1ccccc1C(=O)NCC(=O)OCC)S(=O)(=O)c1ccc(C)cc1,1,-4
Cc1ccc(C(=O)N2CCC(n3nccc3NC(=O)c3ccccc3C)CC2)cn1,6,3
Cc1ccc(NC(=O)CO/N=C/c2ccccc2C)c(C)c1,-3,2
CC(=O)NC(Cc1c[nH]c2ccccc12)C(=O)N1CCc2ccccc2C1 (stereo not drawn),-2,3
Fc1ccc(Nc2ccc(-c3ccc(F)cc3)nn2)cc1,-22,4
CCN(C[C@H]1N[C@@](CC)(C(=O)OC)[C@H]2C(=O)N(Cc3ccccc3)C(=O)[C@@H]12)C(=O)COc1ccccc1,-3,7
COc1ccc(C(=O)N(Cc2ccco2)Cc2cccs2)c(O)c1,-3,6
CN(Cc1ccccc1)C(=O)c1nc[nH]c1C(=O)N1CCc2ccccc2C1,1,-4
CCN(CC(O)COc1ccc(OCC(O)CN(CC)C2CCCCC2)cc1)C1CCCCC1 (stereo not drawn),3,0
CC(C(=O)Nc1ccc(C#N)cc1)N1CCN(C(=O)C2CC2)CC1 (stereo not drawn),-4,2
CCn1ccc(C(=O)Oc2ccc(Cl)cc2)n1,-8,3
COc1ccccc1-c1oc2ccccc2c1C#CCCCCO,-18,59
O=C(COc1ccccc1[N+](=O)[O-])NCCC1=CCCCC1,-1,-8
CCOc1ccc(C(=O)NCC(=O)OCC(=O)N2CCCCC2)cc1,14,-5
CC1(C(=O)Nc2cccc(C#N)c2)CCN1C(=O)Cc1ccc(-c2ccccc2)cc1 (stereo not drawn),-51,7
CCCCN(C(=O)c1ccccc1OCc1ccc(F)cc1)c1c(N)n(CCC)c(=O)[nH]c1=O,3,-4
Cc1c(NC(=O)c2ccc(N(C)S(=O)(=O)c3ccccc3)cc2)c(=O)n(-c2ccccc2)n1C,-9,-5
O=C(CN1C(=O)NC2(CCCCC2)C1=O)Nc1cccc2ncccc12,-5,-10
Cc1ccc(NC(=O)CC2SC3=NCCCN3C2=O)c(C)c1 (stereo not drawn),9,-4
CC1CC1C(=O)OCC(=O)N(C)CC(=O)Nc1ccc(F)cc1 (stereo not drawn),-5,7
SMILES,H9c2 TAG inh,H9c2 TAG inh DAPI viability
NS(=O)(=O)c1ccc(CCNC(=S)Nc2ccc(F)cc2)cc1,-19,11
CC(=O)CSc1nc2nccnc2[nH]1,-21,6
C/C=C/Cn1c(SCc2ccc(Cl)cc2)nc2c1c(=O)[nH]c(=O)n2C,-20,6
COc1cccc(C2/C(=C(\O)c3ccc4c(c3)OCO4)C(=O)C(=O)N2CCN(C)C)c1OC (stereo not drawn),23,-8
Cc1nc(-c2ccccn2)sc1C(=O)Nc1ccc(F)cc1,3,7
CCOC(=O)C1=C(COC(=O)/C=C/c2cccc(Br)c2)NC(=O)NC1C (stereo not drawn),-13,-2
COc1ccccc1NC(=O)CCSc1nc(C)cs1,2,3
COc1ccc(CN2CCNC(=O)C2CC(=O)NCCC2=CCCCC2)c(F)c1 (stereo not drawn),11,-4
O=c1[nH]c2ccccc2n2c(=S)[nH]nc12,0,3
Cc1ccc(NCN2C(=O)C3CC=CCC3C2=O)cc1 (stereo not drawn),16,-5
Cc1cc2ncn(/N=C/c3cccnc3)c2cc1C,-30,-3
CCOC(=O)c1cc(-c2ccco2)nc2c1c(C)nn2CCC#N,-3,-7
c1coc(-c2nn3c(-c4ccco4)nnc3s2)c1,29,-28
CCOC(=O)CSC1=C(C#N)C(c2ccc(C)cc2)C2=C(CCCC2=O)N1 (stereo not drawn),16,-5
O=C(NCCc1nc(-c2ccc(F)cc2)no1)c1ccc(F)cc1,-94,-4
NC(=O)NC(=O)COC(=O)[C@H](Cc1ccccc1)NC(=O)c1cccs1,3,-5
Cc1ccc(C)c(-c2nc3ccc(N)cc3[nH]2)c1,-1,14
Cc1cc(C(=O)COC(=O)Cn2c(C(F)(F)F)nc3ccccc32)c(C)n1Cc1ccco1,-2,12
CN(Cc1ccccc1)C(=O)c1ccccc1-c1ccccc1,-25,-1
Cc1cc2cc(CNC(=O)C(C)Oc3ccccc3)ccc2n1C (stereo not drawn),-2,6
O=C(NNC(=O)c1cc2ccccc2oc1=O)c1ccccc1[N+](=O)[O-],0,4
Cc1ccc(C(=O)Cc2ccccc2)c(O)c1,3,2
COc1ccc(Nc2nc3[nH]c(=O)cc(O)c3s2)cc1,-1,0
CCOC(=O)c1[nH]c2ccc(F)cc2c1NC(=O)c1cc(OC)c(OC)c(OC)c1,15,2
CNC(=O)OCN1C(=O)C2CC=CCC2C1=O (stereo not drawn),-2,2

# 3 structures out of the list, arranged by count of non-hydrogen atoms, falling:
SMILES,H9c2 TAG inh,H9c2 TAG inh DAPI viability
COc1cc(/C=C/C(=O)OCC(=O)NC(=O)NC2CCCC2)ccc1OCC#N,-20,-2
Cc1ccc(C(=O)NNC(=O)C(NC(=O)c2cccc(C)c2)C(C)C)cc1 (stereo not drawn),-4,2
CCNC(=O)C(C)Oc1ccc(Cl)cc1Cl (stereo not drawn),-27,3

# Given with two lines to a compound: entries from further up.
# Sequence of screens – H9c2 TAG inh, H9c2 TAG inh DAPI viability
COc1ccccc1NC(=O)CCSc1nc(C)cs1
    2, 3
COc1ccc(CN2CCNC(=O)C2CC(=O)NCCC2=CCCCC2)c(F)c1 (stereo not drawn)
    11, -4
O=c1[nH]c2ccccc2n2c(=S)[nH]nc12
    0, 3
Cc1ccc(NCN2C(=O)C3CC=CCC3C2=O)cc1 (stereo not drawn)
    16, -5
Cc1cc2ncn(/N=C/c3cccnc3)c2cc1C
    -30, -3
CCOC(=O)c1cc(-c2ccco2)nc2c1c(C)nn2CCC#N
    -3, -7
c1coc(-c2nn3c(-c4ccco4)nnc3s2)c1
    29, -28
CCOC(=O)CSC1=C(C#N)C(c2ccc(C)cc2)C2=C(CCCC2=O)N1 (stereo not drawn)
    16, -5
O=C(NCCc1nc(-c2ccc(F)cc2)no1)c1ccc(F)cc1
    -94, -4
NC(=O)NC(=O)COC(=O)[C@H](Cc1ccccc1)NC(=O)c1cccs1
    3, -5
Cc1ccc(C)c(-c2nc3ccc(N)cc3[nH]2)c1
    -1, 14
Cc1cc(C(=O)COC(=O)Cn2c(C(F)(F)F)nc3ccccc32)c(C)n1Cc1ccco1
    -2, 12
CN(Cc1ccccc1)C(=O)c1ccccc1-c1ccccc1
    -25, -1
Cc1cc2cc(CNC(=O)C(C)Oc3ccccc3)ccc2n1C (stereo not drawn)
    -2, 6
O=C(NNC(=O)c1cc2ccccc2oc1=O)c1ccccc1[N+](=O)[O-]
    0, 4
Cc1ccc(C(=O)Cc2ccccc2)c(O)c1
    3, 2
COc1ccc(Nc2nc3[nH]c(=O)cc(O)c3s2)cc1
    -1, 0
CCOC(=O)c1[nH]c2ccc(F)cc2c1NC(=O)c1cc(OC)c(OC)c(OC)c1
    15, 2
CNC(=O)OCN1C(=O)C2CC=CCC2C1=O (stereo not drawn)
    -2, 2

# The results go on:
SMILES,H9c2 TAG inh,H9c2 TAG inh DAPI viability
Nc1ccc(C(=O)Nc2nccs2)cc1,3,4
Cc1ccc(C)c(N2CCN(C(=O)CCC(=O)N3CCOc4ccc(Cl)cc43)CC2)c1,9,9
CC(=O)Nc1ccc(S(=O)(=O)NC(C)C(=O)OCCOc2ccc(F)cc2)cc1 (stereo not drawn),-6,6
CCC(CC)C(=O)c1c[nH]c(C(=O)NC2CCCCCC2)c1,27,-14
Cc1onc(-c2ccccc2)c1C(=O)NCC(O)c1ccccc1 (stereo not drawn),-9,8
COc1cc(NC(=O)c2cc(CC(C)C)on2)c(OC)cc1Cl,-20,-2
COc1cccc(N2CCN(Cc3nnnn3C3CCCCC3)CC2)c1,-2,5
CS(=O)c1ccccc1-c1nc(-c2cccc(Cl)c2)no1 (stereo not drawn),3,11
COc1cc(/C=N/NC(=O)c2cc(C)n(-c3ccc(F)cc3)c2C)cc(OC)c1O,-25,6
COc1ccc(C(NC(=O)C2CCN(CCCc3ccccc3)CC2)c2cccs2)cc1 (stereo not drawn),13,6
O=C(OCC(=O)N1CCCCCC1)c1n[nH]c(=O)c2ccccc12,8,-6
Cc1ccc(-n2c(CNc3ccc(F)cc3)nnc2SCC(N)=O)cc1,12,-9
Cc1ccccc1NS(=O)(=O)c1ccc(OCCNS(C)(=O)=O)cc1,0,-3
CC(C)c1ccc(S(=O)(=O)N2CCN(C(=O)c3cccc(S(=O)(=O)N4CCOCC4)c3)CC2)cc1,-3,-1
CCOc1cc(S(=O)(=O)N(CC)CC)ccc1Cl,0,4
CCCC(=O)N1CCN(c2ccc(NC(=O)c3ccc([N+](=O)[O-])o3)cc2)CC1,101,-67
Cc1cc([N+](=O)[O-])cc2ncccc12,-9,10
Cc1cc(NC(=O)Cn2cc([N+](=O)[O-])cn2)no1,-10,3
CC(C)c1nc(C#N)c(NCCCn2ccnc2)o1,8,-1
O=C(Nc1ccccc1)Nc1ccccc1Br,-12,-1
CCOC(=O)C1=NN(C(=O)Nc2ccc(OC)cc2)C2C(=O)N(c3cccc(C(F)(F)F)c3)C(=O)C12 (stereo not drawn),2,6
COC(=O)CC1C(=O)NCCN1C(=S)Nc1ccc(F)cc1 (stereo not drawn),4,5
CCOc1ccc(Oc2nc(NCC(C)C)nc(OC)n2)nn1,4,-4
O=C(CCc1nnc(C2CCCCC2)o1)NCc1cccc(-n2cccn2)c1,13,-13
CC(NC(=O)c1ccccc1)c1nc2ccccc2n1Cc1ccc(C#N)cc1 (stereo not drawn),1,-2
SMILES,H9c2 TAG inh,H9c2 TAG inh DAPI viability
CN(C)c1ccc(/C=N/NC(=O)CN2CCCCC2)cc1Br,7,1
CCOC(=O)c1sc2nc(NC(=O)C(C)(C)C)sc2c1C,15,7
Cc1cc(COC(=O)C2N3C(=O)[C@@H](NC(=O)COc4ccccc4)[C@H]3SC2(C)C)on1 (stereo partly drawn),14,-6
CCNc1ccc(S(=O)(=O)N(C)C)cc1NCC(=O)Nc1ccccc1Br,-3,-3
O=c1[nH]c(/C=C/c2cccc3ccccc23)nc2ccccc12,20,32
COc1ccc(OC)c(NC(=O)C(CC(=O)O)NCc2ccco2)c1 (stereo not drawn),24,-9
COc1cc(C2C3C(=O)N(c4ccccc4)C(=O)C3ON2c2ccccc2)cc(OC)c1OC (stereo not drawn),-4,-4
CC(C)CC(=O)NC(=S)Nc1ccc(S(=O)(=O)N2CCCC2)cc1,17,-14
O=C(CS(=O)(=O)c1ccccc1)Nc1nnc(Cc2ccccc2)s1,3,1
Cn1c(SCC(=O)Nc2cccnc2Cl)nc2ccccc21,-6,-1
O=C(NCc1cccnc1)c1cc(C2CCCN(S(=O)(=O)c3cccs3)C2)on1 (stereo not drawn),-5,8
Cc1ccc(C(=O)Nc2nc3n(n2)C(c2ccccc2)CC(=O)N3)cc1 (stereo not drawn),11,-5

# Screens from PubChem.
